p53 reactivator: qHTS assay for re-activators of p53 using a Luc reporter. Potency, µM (highest dose often 92.2 µM), inactives show at the highest dose activity change, positive = activation, hits mostly activators. H1299 p53-A138V BP100-luciferase reporter, luminescence, 24 h. hit rate 0.063% among 320,000; note: potency is the fitted concentration of half-maximal effect; % of control where 0% means no effect; nearly all actives have a fitted effect of over 45% in size
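H1299 (p53-null), stable ts p53-A138V + BP100-Luc; 1000 cells/well, Opti-MEM/10% FBS; cpd 4 pt, 1:5; 24 h, 37 deg C, 5% CO2; detection reagent 10 min RT; luminescence.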
BRCA1 expr act: qHTS Assay to Identify Small Molecule Activators of BRCA1 Expression | Potency, µM (top dose mostly 46.1 µM), inactives show top-dose activation, actives largely listed as activators | hit rate 1.1% among 380,000 | MCF7-BRCA1-FFLuc reporter, luminescence, 48 h; response scale: scaled: vehicle 0%, 10 µM genistein 100%; note: potency is the fitted concentration of half-maximal effect; nearly all actives have a fitted effect of over 80% in size; some results filed as inactive show a strong effect at the top dose
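Activators of BRCA1 expression were detected as increased firefly luciferase luminescence in engineered MCF7 cells after 48 h compound incubation. Signals were scaled to genistein 10 microM as full activation.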
AT treatment: qHTS Assay for Identifying a Potential Treatment of Ataxia-Telangiectasia; Potency, µM (doses to about 57.5 µM), inactives show at the top dose activation, usual class: activators; hit rate 0.19% among 320,000; […] A-T fibroblasts, KAP-1 phosphorylation AlphaLISA; neocarzinostatin DNA damage 30 min before lysis; note: potency is the fitted concentration of half-maximal effect; % of control where 0% means no effect; nearly all actives have a fitted effect of over 45% in size
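hTERT-immortalized A-T patient fibroblasts ([…]), 500 cells/well in OPTI-MEM, 1% FBS, got compounds for 60 min, then NCS for 30 min at 37C. Lysates were then assayed for phospho-KAP-1 by AlphaLISA (anti-pKAP1 donor, anti-KAP1 acceptor beads), 6 hr at 25C.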
CXXC DNA block: qHTS Fluorescence Polarization Assay for Inhibitors of MLL CXXC domain - DNA interaction | Histone-lysine N-methyltransferase 2A (Homo sapiens), Q03164 | MLL-CXXC / FITC-HOXA9 DNA fluorescence polarization | Potency, µM (highest dose often 115 µM), inactives show top-dose activity change, negative = inhibition, hits mostly inhibitors | hit rate 0.037% among 290,000 | AID 2662, 2010; active = well fitted inhibition curve with a large enough effect in the polarisation, with a control signal flat, not every such curve was filed as active; inconclusive = small, poorly fitted or top-dose-only effect, or effect the other way, or a change in a side signal; inactive = no such curve, though single readings can be large or run the other way; the % refers to the polarisation; note: potency is the fitted concentration of half-maximal effect
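Steps: dispense CXXC domain solution (7 uM) → pin compounds or unlabeled HOX-A9 DNA control → 5 min ambient → add FLSN-HOX-A9 solution (50 nM) → spin → 30 min ambient → fluorescence polarization. Tris pH 7.5/NaCl/DTT/BSA buffer.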
ELG1 repair inh: qHTS screen for small molecules that inhibit ELG1-dependent DNA repair in human embryonic kidney (HEK293T) cells expressing luciferase-tagged ELG1; HEK293T ELG1-luciferase reporter, luminescence, 16 h; DNA damage induced by 5-fluorouridine; Potency, µM (series often up to 46.1 µM), for inactives: top-dose activity change, negative = inhibition, usual class: inhibitors; hit rate 2.3% among 330,000; AID 504467, 2011; note: potency is the fitted concentration of half-maximal effect; % is set by controls: 0 for no effect and ±100 for the full control effect; nearly all actives have a fitted effect of over 55% in size
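DMSO vehicle served as the neutral condition. Each well held 2,000 cells given 5-fluorouridine plus compound; after 16 hr at 37 °C/5% CO2, ONE-Glo was added and luciferase measured 30 min later.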
TCR act: Activators of T cell receptors: qHTS campaign | Potency, µM (highest dose often 9.22 µM), for the others: at the top dose activation of IL-2 secretion, most hits filed as activators | 330,000 tested, under 10 active | primary human leukocytes, anti-CD3, IL-2 HTRF, 48 h | AID 504894, 2011; note: % of control where 0% means no effect
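Activity was scored as IL-2 release from primary human leukocytes given only a TCR signal (a-CD3 beads) plus compound for 48 hr. Detection used a two-antibody HTRF format read at 665nm.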
Integrin act MD: qHTS for Activators of Integrin-Mediated Alleviation for Muscular Dystrophy | alpha7betagal myoblasts, beta-gal FDG fluorescence, 48 h | Potency, µM (doses to about 38.3 µM), for the others: at the top dose activation, hits mostly activators | hit rate 0.064% among 350,000;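 note: potency is the fitted concentration of half-maximal effect; 100% = response of the positive control SU9516; nearly all actives have a fitted effect of over 60% in size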
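Alpha7betagal+/- myoblasts (passage 13) were plated 16-24 hr, then exposed to compounds (1:260 dilution of DMSO stock) for 48 hours at 37C. After MPER lysis, β-galactosidase reporter activity was read as FDG fluorescence (ex 480/em 540) after 30 minutes.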
B2AR arrestin: qHTS assay of beta-arrestin-biased ligands of beta2-adrenergic receptor; beta-arrestin recruitment to beta2AR, cell-based reporter; Potency, µM (series often up to 46.1 µM), for the others: at the top dose activation, most hits filed as activators; hit rate 0.02% among 330,000;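 note: potency is the fitted concentration of half-maximal effect; 0% = DMSO controls and full agonism = EC100 isoproterenol or metaproterenol; nearly all actives have a fitted effect of over 65% in size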
TSG101-PTAP inh: qHTS Assay for Iinhibitors of HIV-1 Budding by Blocking the Interaction of PTAP/TSG101. Tumor susceptibility gene 101 protein (Homo sapiens), Q99816. Potency, µM (doses to about 115 µM), for inactives: at the highest dose activity change, negative = inhibition, most hits filed as inhibitors. Fluorescence polarization, FITC-PTAP peptide / Tsg101 binding. 340,000 tested, under 10 active. AID 493005, 2010; active = well fitted inhibition curve with a large enough effect in the main read-out, with a control signal flat, not every such curve was filed as active; inconclusive = small, poorly fitted or top-dose-only effect, or effect the other way, or a change in a side signal; inactive = no such curve, though single readings can be large or run the other way; note: potency is the fitted concentration of half-maximal effect; % of control where 0% means no effect
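Compounds were pin-transferred onto Tsg101 binding domain (10 uM final) in HEPES pH 7.5 buffer, then FITC-PTAP peptide was added at 50 nM final. After 20 min at RT, polarization reported peptide displacement across a qHTS concentration series.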
TRPV1 ag: HTS Assay for Compounds that Act as Agonists of the Vanilloid Receptor 1 | Transient receptor potential cation channel subfamily V member 1 (Homo sapiens), Q8NER1 | TRPV1-expressing cells, Fluo-8 calcium influx, agonist mode | activation, % at 8.33 µM | hit rate 0.19% among 320,000 | AID 540275, 2011; in the data active = activation above about 80%; inconclusive = between about 30% and that limit; note: 0% is about no effect
Target sequence (Q8NER1 whole entry, looked up): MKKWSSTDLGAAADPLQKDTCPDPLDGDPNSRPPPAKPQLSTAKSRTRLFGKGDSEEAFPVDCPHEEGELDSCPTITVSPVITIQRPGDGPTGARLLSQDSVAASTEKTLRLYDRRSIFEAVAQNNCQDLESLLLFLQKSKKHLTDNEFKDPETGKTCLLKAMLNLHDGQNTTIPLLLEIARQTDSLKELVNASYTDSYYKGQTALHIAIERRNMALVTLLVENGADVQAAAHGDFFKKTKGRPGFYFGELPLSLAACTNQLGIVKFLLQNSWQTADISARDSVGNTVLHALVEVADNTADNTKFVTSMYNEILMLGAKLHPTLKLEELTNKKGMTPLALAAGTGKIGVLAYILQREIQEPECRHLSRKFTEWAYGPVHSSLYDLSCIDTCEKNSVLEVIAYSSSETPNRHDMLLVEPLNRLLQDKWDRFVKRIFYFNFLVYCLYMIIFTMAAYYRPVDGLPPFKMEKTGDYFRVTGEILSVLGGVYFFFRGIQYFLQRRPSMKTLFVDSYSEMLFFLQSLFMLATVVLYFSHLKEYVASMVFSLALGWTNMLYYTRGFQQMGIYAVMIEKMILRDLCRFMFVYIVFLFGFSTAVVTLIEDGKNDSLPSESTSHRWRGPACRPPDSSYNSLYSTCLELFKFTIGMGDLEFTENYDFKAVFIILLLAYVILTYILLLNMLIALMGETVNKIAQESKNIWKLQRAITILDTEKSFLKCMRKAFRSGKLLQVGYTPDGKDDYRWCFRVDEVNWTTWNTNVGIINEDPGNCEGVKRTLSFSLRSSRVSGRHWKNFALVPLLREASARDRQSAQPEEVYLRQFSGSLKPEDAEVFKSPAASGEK
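TRPV1-expressing cells were cultured overnight at 35.5C and loaded with Fluo-8 calcium dye for 40 to 90 min at room temperature. After a 10 s baseline, compound was added and calcium influx was read kinetically for 3 min (ex 480/em 520 nm).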
An asterisk follows results filed as active; ? = inconclusive; · = not tested or not shown; & = joins results of further samples; [ ] = dose if it differs, or a comment. Unless noted, calls come from the whole dose curve; as a rule, active = well fitted curve in the direction sought with a large enough effect; inconclusive = small, poorly fitted or top-dose-only effect, or another doubt; inactive = no such curve, though single readings can be large; an effect the other way counts as inactive or inconclusive.

SMILES	p53 reactivator	BRCA1 expr act	AT treatment	CXXC DNA block	ELG1 repair inh	TCR act	Integrin act MD	B2AR arrestin	TSG101-PTAP inh	TRPV1 ag
Cc1cccc(C)c1OCC(=O)Nc1nnc(C2CCCO2)s1 (centres undefined)	4%	-14%	-4%	2%	3%	0%[46.1 µM]	6%	-0.2%	-5%	4
CCOC(=O)C(Cc1ccccc1)C(=O)c1ccco1 (centres undefined)	-2%	-8%	12%	·	8%	-2%	23%	0.1%	0%	9
O=C(C1CCN(S(=O)(=O)N2CCOCC2)CC1)N1CCN(Cc2ccc3c(c2)OCO3)CC1	15%	1%	-1%	-5%	?	-3%	-1%	0.4%	-2%	1
Cc1cccc(NC(=O)CN2C(=O)N/C(=C/c3cc(C)n(C(C)C)c3C)C2=O)c1	-5%	-2%	-1%	14%	0%	-3%	-2%	-0.1%	0%	8
CC(=O)Nc1ccc(/C(C)=N/Nc2nc(N3CCOCC3)nc(N3CCOCC3)n2)cc1	11%	-7%	2%	1%	?	3%	-5%	0.1%	0%	1
O=C(NCCCN1CCOCC1)c1cccc(NS(=O)(=O)c2ccc(Br)cc2)c1	-9%	-7%	5%	·	-5%	-265%	-18%	0.1%	-6%	-1
COc1ccc(OC)c(NC(=O)CSc2nc3nc(C)cc(C)n3n2)c1	1%	-14%	11%	·	12%	0%	-3%	0.4%	-13%	3
CCCOc1cccc(C(=O)Nc2cccnc2)c1	4%	0%	21%	4%	9%	-6%	-8%	-0.5%	-3%	?
Cc1ccc(C(=O)Nc2ccc(F)cc2F)o1	12%	8%	-1%	-5%	?	3%	24%	0.2%	0%	5
O=C(N/N=C/c1ccc2cccc(OCc3ccccc3)c2n1)c1ccc(Br)cc1	3%	-67%	6%	73%[activator]	16µM*	-5%	-9%	0.4%	0%	0
CC1=NN(C2=NS(=O)(=O)c3ccccc32)C(C)(O)C1 (centres undefined)	-5%	-14%	-19%	7%	27%	1%	0%	0.1%	-3%	-2
COc1ccc(NC(=O)/C(N=Nc2ccc(Cl)c(S(=O)(=O)Nc3ccc(Cl)cc3)c2)=C(\C)O)cc1	2%	-35%	-6%	·	-16%	0%[46.1 µM]	-7%	-0.5%	-4%	·
Cc1cccc(OCC(=O)Nc2ccccc2N2CCCC2)c1C	7%	-70%	21%	·	1%	3%	14%	0.4%	-13%	-1
O=C(O)c1ccc2c(c1)CCCN2	3%	-3%	0%	1%	-5%	4%	26%	1.0%	1%	·
CCn1c(=S)sc2c(=O)n(CC(=O)Nc3ccccc3C(F)(F)F)c(C)nc21	13%	-1%	0%	?	?	11%	?	-0.4%	2%	7
O=C(CNC(=O)c1ccccc1F)Nc1ccncc1	10%	13%	-2%	·	?	-6%	21%	-0.4%	-2%	0
Cc1c(N2C(=O)c3ccccc3C2=O)c(=O)n(-c2ccccc2)n1C	2%	-3%	-5%	39%[activator]	15%	-1%	10%	-0.7%	-2%	-4
O=C1CCc2cc(S(=O)(=O)NCc3ccc(Cl)cc3)cc3c2N1CC3	-2%	-19%&6%	1%	·	5%	6%	-21%	-0.1%	-6%	-3
O=c1cc(-c2ccc([N+](=O)[O-])cc2)c2ccc(O)cc2o1	-2%	22%	14%	10%	-25%	·	18%	0.0%	-4%	16
CCOC(=O)c1c(N)sc2c1CCCC2	28%	-6%	2%	-9%	?	-9%	-24%	-0.5%	-6%	2
Cc1cc(C)nc(SCC(=O)NN=Cc2ccc(C)o2)n1	-10%	-2%	-14%	·	9%	-4%[46.1 µM]	-9%	-0.2%	2%	·
CCCCCCC(=O)N=Nc1c(O)[nH]c2ccc([N+](=O)[O-])cc12	12%	-34%	-1%	3%	0%	1%[46.1 µM]	11%	-0.1%	0%	-1
CCOP(=O)(c1ccccc1)c1nc(-c2ccc(F)cc2)oc1N1CCCCC1 (centres undefined)	13%	-28%	-1%	-8%	-3%	4%	23%	-0.9%	0%	0
O=C(Nc1ccc2c(c1)CCC2)c1c(F)cccc1Cl	4%	5µM*	9%	-4%	?	0%	-11%	0.2%	-1%	?
O=C1CSC2=NCN(c3ccc4c(c3)OCO4)CN12	26%	?	-4%	5%	?	-2%	12%	0.2%	-3%	-1
SMILES	p53 reactivator	BRCA1 expr act	AT treatment	CXXC DNA block	ELG1 repair inh	TCR act	Integrin act MD	B2AR arrestin	TSG101-PTAP inh	TRPV1 ag
O=C(NCc1ccco1)/C(=C\c1cccs1)NC(=O)c1cccs1	-4%	-13%	2%	7%	6%	1%	?	-0.1%	2%	0
COc1ccc(NC(=O)c2ccc(-c3ccc([N+](=O)[O-])cc3)o2)cc1	8%	-26%	3%	-7%	10%	2%	-22%	-0.3%	-3%	5
COCCN=c1scc(-c2ccc3c(c2)NC(=O)CO3)n1/N=C(\C)c1ccc(O)cc1	0%	-71%	3%	-8%	18µM*	1%	6%	-0.3%	-1%	6
O=S1(=O)CCOC[C@H](Cc2ccccc2)N1Cc1ccccc1Br	·	-3%	·	·	·	-2%	-7%	·	-1%	·
O=C(O)CCC(=O)Nc1ccc2c(c1)Cc1cc(NC(=O)CCC(=O)O)ccc1-2	-1%	3%	-13%	5%	15%	7%	-20%	-0.3%	1%	2
Cc1ccc(CNC(=O)c2oc3ccc(S(=O)(=O)N4CCC5(CC4)OCCO5)cc3c2C)cc1	-4%	-63%	1%	17%	0.82µM*	0%	1%	-0.1%	-1%	1
COC(=O)c1c(NC(=O)CN2CCC3(O)CCCCC3C2c2cc(OC)ccc2OC)sc(C)c1C (centres undefined)	8%	-82%	-1%	-6%	9.2µM*	-6%[46.1 µM]	-4%	-1.6%	0%	22
CC(=O)Nc1ccc(Oc2cnc3ccccc3n2)cc1	0%	62%	-4%	1%	?	-1%	21%	-0.2%	-3%	5
O=C(Cc1cccc2ccccc12)Nc1c(F)cccc1F	7%	72%	40%	-8%	?	-2%	-16%	0.3%	-1%	-3
CCn1c(O)c(/C=N/N=C/c2ccc(OC)cc2)c2cc(C3=NNC(=O)CC3)ccc21	1%	-6%	3%	?	5%	2%	-6%	-0.1%	?	0
CC(=O)c1c(C)[nH]c(C(=O)Nc2ccc(F)cc2F)c1C	17%	16%	-2%	14%	?	0%	42%	-0.4%	-6%	3
Cc1nnc(Sc2cc(NCCO)c([N+](=O)[O-])c3nonc23)s1	-12%	7%	-4%	0%	-1%	6%	-60%[inhibitor]	0.0%	-7%	2
CCOC(=O)c1c(C)nc(C)c(C(=O)OCC)c1-c1cccc(N)c1	-8%	5%	-5%	-1%	-8%	3%	-15%	-0.4%	-3%	3
COCCn1c(N)c(C(=O)NS(=O)(=O)c2ccc(C)cc2)c(=O)[nH]c1=O	-2%	-5%	1%	-7%	?	6%	-13%	0.1%	-2%	1

Reprinted from the listing for reference:
SMILES	p53 reactivator	BRCA1 expr act	AT treatment	CXXC DNA block	ELG1 repair inh	TCR act	Integrin act MD	B2AR arrestin	TSG101-PTAP inh	TRPV1 ag
O=C(Cc1cccc2ccccc12)Nc1c(F)cccc1F	7%	72%	40%	-8%	?	-2%	-16%	0.3%	-1%	-3
CCn1c(O)c(/C=N/N=C/c2ccc(OC)cc2)c2cc(C3=NNC(=O)CC3)ccc21	1%	-6%	3%	?	5%	2%	-6%	-0.1%	?	0
CC(=O)c1c(C)[nH]c(C(=O)Nc2ccc(F)cc2F)c1C	17%	16%	-2%	14%	?	0%	42%	-0.4%	-6%	3
Cc1nnc(Sc2cc(NCCO)c([N+](=O)[O-])c3nonc23)s1	-12%	7%	-4%	0%	-1%	6%	-60%[inhibitor]	0.0%	-7%	2
CCOC(=O)c1c(C)nc(C)c(C(=O)OCC)c1-c1cccc(N)c1	-8%	5%	-5%	-1%	-8%	3%	-15%	-0.4%	-3%	3
COCCn1c(N)c(C(=O)NS(=O)(=O)c2ccc(C)cc2)c(=O)[nH]c1=O	-2%	-5%	1%	-7%	?	6%	-13%	0.1%	-2%	1

High-throughput results from PubChem BioAssay.
